Source: PubChem BioAssay
ANO1 activ: TMEM16A chloride channel activators or potentiators, primary screen, cell-based, HTS; B-score at 10 µM; HEK293 TMEM16A/YFP-H148Q/I152L, iodide quench fluorescence; hits give low values; hit rate 0.3% among 340,000;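 active = fluorescence-ratio B-score plate-corrected deviation score at least 3 library SD below zero, with starting fluorescence score within 5 deviations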;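 note: channel opened by trigger with iodide after compound preincubation; score built on the fluorescence ratio of max minus min over baseline; more negative score means more quench and so TMEM16A activation or potentiation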
KCNQ1 inh: inhibitors of human KCNQ1 channel, primary screen, cell-based, thallium flux, high-throughput; Potassium voltage-gated channel subfamily KQT member 1 (Homo sapiens), P51787; CHO-K1 KCNQ1, FluxOR thallium flux fluorescence; hits give high values; B-score at 10 µM; hit rate 1.3% among 310,000;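 active = compounds whose thallium flux B-score, printed positive for inhibition, exceeds three library SD while starting fluorescence stays within three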;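 note: channel opened by potassium depolarization with thallium stimulus after 20 min compound exposure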
KCNK3 block: human KCNK3 channel inhibitors, primary screen, CHO cells, FluxOR thallium flux, B-score; hit rate 0.84% among 340,000; FluxOR fluorescence; hits give low values; B-score at 10 µM;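 active = B-score under library mean minus 4 SD, starting fluorescence ratio at most library mean plus 5 SD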;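 note: more negative B-score means stronger inhibition of thallium flux through KCNK3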
KCNK9 block: KCNK9 potassium channel inhibitors, primary screen, HEK293 cells, thallium flux; AID 488922, 2010; B-score at 10 µM; FluxOR thallium flux fluorescence; hits give low values; hit rate 1.2% among 310,000; Potassium channel subfamily K member 9 (Homo sapiens), Q9NPC2;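 active = ratio B-score over 3 SD below the library mean, with starting fluorescence within 5 SD of its mean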;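 note: negative B-score means less thallium flux so channel inhibition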
HDAC3 inhib: HDAC3 deacetylase inhibitors, primary screen, biochemical, fluorescence, cell-free homogeneous; Histone deacetylase 3 (Homo sapiens), O15379; recombinant HDAC3, fluorogenic peptide/trypsin coupled; inhibition, % at 8.3 µM; hit rate 0.15% among 320,000; AID 2718, 2010; in the data active = inhibition above about 26%, passing the limit was not always enough
TMEM16A inh: TMEM16A chloride channel inhibitors, primary screen, cell-based, HTS. hit rate 1.2% among 310,000. Anoctamin-1 (Mus musculus), Q8BHY3. HEK293 TMEM16A/YFP iodide influx fluorescence, ionomycin. normalized B-score (activity score, 25-100; higher = stronger inhibition) at 10 µM;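 active = ratio plate-corrected score three or more library SD toward inhibition, starting fluorescence score within five deviations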;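 note: score derived from kinetic fluorescence span divided by baseline fluorescence per well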
RGS4 act: RGS4 potentiators or activators, primary screen, cell-based, HEK293 M3R inducible RGS4, calcium flux; carbachol calcium flux Fluo4; hits give low values; B-score at 10 µM; hit rate 0.92% among 310,000;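 active = B-score of the integrated calcium signal more than 4 SD below the library mean, with starting fluorescence not abnormally high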;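 note: negative B-score means reduced calcium response which marks RGS4 activation or potentiation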
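Reagent: ECmax carbachol challenge; Test system: M3R-expressing HEK293 line, RGS4 induced by doxycycline; Schedule: overnight RGS4 induction, 30 min dye load 37 °C, 20 min compound RT; Detection: calcium dye Fluo4 fluorescence; Read-out: Agonist-evoked peak-minus-minimum fluorescence over baseline, integrated ratio, B score.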
hERG rescue: hERG rescue from dofetilide block, primary screen, cell-based, CHO-hERG, FluxOR thallium flux, dofetilide IC70; dofetilide IC70 present; activation (rescue from dofetilide block), less the hit threshold, % at 10 µM; Voltage-gated inwardly rectifying potassium channel KCNH2 (Homo sapiens), Q12809; hit rate 0.51% among 310,000;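 active = activation above the mean of controls blocked by dofetilide plus 5 SD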;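 note: thallium influx through hERG after potassium depolarization seen as dye fluorescence rise; in these data hits start at about 4.7%; inactives centre near -7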
Target sequence (Q12809 whole entry, looked up): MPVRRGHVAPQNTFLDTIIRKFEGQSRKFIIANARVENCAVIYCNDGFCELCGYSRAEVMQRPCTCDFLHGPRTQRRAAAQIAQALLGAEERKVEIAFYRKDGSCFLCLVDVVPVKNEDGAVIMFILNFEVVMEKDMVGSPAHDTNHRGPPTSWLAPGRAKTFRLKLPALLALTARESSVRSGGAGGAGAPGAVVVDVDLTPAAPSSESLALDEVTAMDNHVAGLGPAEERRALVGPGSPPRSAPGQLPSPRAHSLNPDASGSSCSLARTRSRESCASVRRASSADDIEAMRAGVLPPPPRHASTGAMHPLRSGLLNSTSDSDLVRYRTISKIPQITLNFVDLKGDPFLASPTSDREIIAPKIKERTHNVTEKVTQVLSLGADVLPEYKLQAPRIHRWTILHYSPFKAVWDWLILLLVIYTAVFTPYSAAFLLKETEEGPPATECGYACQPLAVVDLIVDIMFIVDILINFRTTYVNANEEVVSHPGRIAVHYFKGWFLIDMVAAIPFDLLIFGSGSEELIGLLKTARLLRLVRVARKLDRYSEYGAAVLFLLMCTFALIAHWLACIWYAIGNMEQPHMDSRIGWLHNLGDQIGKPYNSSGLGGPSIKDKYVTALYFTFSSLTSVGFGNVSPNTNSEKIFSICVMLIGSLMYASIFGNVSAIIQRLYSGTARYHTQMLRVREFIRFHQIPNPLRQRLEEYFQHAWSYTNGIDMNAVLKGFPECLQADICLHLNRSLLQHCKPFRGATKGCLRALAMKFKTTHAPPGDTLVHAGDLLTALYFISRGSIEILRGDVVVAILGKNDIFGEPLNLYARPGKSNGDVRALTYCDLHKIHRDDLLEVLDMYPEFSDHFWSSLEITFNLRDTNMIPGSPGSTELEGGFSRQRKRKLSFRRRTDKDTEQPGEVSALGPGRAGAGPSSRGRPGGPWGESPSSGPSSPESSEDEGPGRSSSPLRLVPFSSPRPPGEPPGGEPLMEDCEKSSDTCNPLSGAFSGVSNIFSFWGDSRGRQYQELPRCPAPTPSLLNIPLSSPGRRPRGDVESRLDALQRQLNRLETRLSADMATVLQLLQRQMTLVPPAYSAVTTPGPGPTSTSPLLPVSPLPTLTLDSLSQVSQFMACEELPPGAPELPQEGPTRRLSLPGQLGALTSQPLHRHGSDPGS
SKKanGAS inh: S. pyogenes SKKanGAS growth inhibitors in kanamycin, primary screen, streptokinase expression inhibitor project, SKKanGAS strain, BacTiter-Glo luminescence; 6 h; inhibition, % at 7.5 µM; hit rate 1.3% among 300,000; AID 1662, 2009;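 active = mean replicate score, as percent of positive control median, at least 50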;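 note: strain carries kanamycin resistance gene driven by streptokinase promoter and grows in 40 µg/ml kanamycin; loss of luminescence reflects streptokinase promoter inhibition or plain growth inhibition; 0% = median of DMSO wells and 100% = positive control at its reference dose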
RGS4 inh: RGS4 inhibitors, primary screen, cell-based, HEK293 M3R inducible RGS4, calcium flux; Regulator of G-protein signaling 4 (Homo sapiens), P49798; Fluo-4 calcium flux; hits give high values; triggered by carbachol at its EC20; B-score at 10 µM; hit rate 0.45% among 310,000; AID 463165, 2010;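 active = B-score, a plate-corrected calcium signal, over three deviations above library mean, with baseline fluorescence within five deviations of library mean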;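 note: RGS4 expression induced by doxycycline in cells with stable M3 receptor; B-score is computed from the integrated fluorescence ratio over baseline after carbachol; higher B-score means a larger calcium signal and so more RGS4 inhibition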
KCNQ1 act: potentiators or activators of KCNQ1 channel, primary screen, cell-based, thallium flux, high-throughput; CHO-K1 KCNQ1, thallium flux FluxOR fluorescence; hits give high values; AID 2648, 2010; hit rate 0.35% among 310,000; Potassium voltage-gated channel subfamily KQT member 1 (Homo sapiens), P51787; B-score at 10 µM;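 active = fluorescence ratio B-score, a plate-corrected score, at least three library SD, with initial intensity B-score within 5 SD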
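assay system = CHO-K1 cells stably expressing KCNQ1 | medium = assay buffer, equal DMSO in all wells | timing = 37 °C overnight plating, 90-min dark dye load, 20-min compound pretreatment | measured by = kinetic FluxOR thallium fluorescence, 10-s 1-Hz baseline, 110-s post-stimulus read | measure = fluorescence change relative to baseline, converted to B score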
The depositor's hits bear a star; i = inactive; x = no result given. Hits appear at their usual frequency. About 6.3% of those tested had a hit in this group.

SMILES	ANO1 activ	KCNQ1 inh	KCNK3 block	KCNK9 block	HDAC3 inhib	TMEM16A inh	RGS4 act	hERG rescue	SKKanGAS inh	RGS4 inh	KCNQ1 act
CCC(Oc1ccccc1)C(=O)Nc1ccc(C)c(S(=O)(=O)N2CCOCC2)c1 (configuration not stated)	i	i	i	i	10	i	i	-20	5	i	i
COc1ccc(C2CCCN2C(=S)Nc2ccc(C)cc2C)cc1OC (configuration not stated)	i	i	i	i	4	i	i	-12	-6	i	i
Cn1c2c(c(=O)n(C)c1=O)C(c1ccc(Br)cc1)Nc1ccccc1O2 (configuration not stated)	i	i	i	i	-5	i	i	-16	-5	i	i
O=C(NNC(=O)c1cccs1)c1cccnc1	i	i	i	i	-4	i	i	-4	20	i	i
Cc1ccc(C)c(NC(=O)CCn2cnnn2)c1	i	i	i	i	1	i	i	-4	3	i	i
Cc1cc(C)cc(N(C(=O)CNC(=O)c2ccco2)C(C(=O)NC2CCCCC2)c2cccnc2)c1 (configuration not stated)	i	i	i	i	-1	i	i	-3	-1	i	i
CC(C)C1N(C(=O)N2CCOCC2)CCN1S(=O)(=O)c1ccccc1 (configuration not stated)	i	i	i	i	-1	i	i	-3	-4	i	i
COc1ccccc1-c1coc2c(CN3CCN(CCO)CC3)c(O)ccc2c1=O	i	i	i	i	-43	i	i	-4	-3	i	i
CC(C)c1ccc(S(=O)(=O)N2CCN(C(=O)c3ccc(N4CCCC4)c([N+](=O)[O-])c3)CC2)cc1	i	i	i	i	-7	i	i	-13	-20	i	i
Cc1nn(Cc2ccccc2Cl)c2sc(C(=O)NCc3ccc4c(c3)OCO4)cc12	i	i	i	i	2	i	i	-8	7	i	i
CCOC(=O)c1cc2c(C)[nH]c(C)c2cc(C(=O)OCC)c1=O	i	i	i	i	8	i	i	-10	13	i	i
COc1ccc(CCN=C2SCC(=O)N2Cc2ccccc2)cc1OC	i	i	i	i	0	i	i	-5	-3	i	i
Cc1onc(-c2ccccc2)c1C(=O)NCc1ccccc1F	i	i	i	i	-2	i	i	-11	-7	i	i
CCOC(=O)c1c(NC(=O)CN2CCN(C)CC2)sc(C(=O)Nc2ccccc2)c1C	i	i	i	i	4	i	i	-9	-1	i	i
O=C(Nc1ccc(Oc2ccsc2C(=O)O)cc1)c1ccccc1	i	i	i	i	0	i	i	-4	4	i	i
CCN(C(=O)CCS(=O)(=O)c1cccc2nonc12)c1ccc(C)c(C)c1	i	i	i	i	-3	i	i	-4	-1	i	i
COc1ccc(NC(=O)O/N=C/c2c(C)nn(C(C)(C)C)c2C)cc1	i	i	i	i	-4	i	i	-9	28	i	i
O=C(Cc1ccccc1)NNC(=O)Nc1cccc(Cl)c1	i	i	i	i	3	i	i	-3	12	i	i
Cc1coc(C)c1C(=O)CC1(O)C(=O)Nc2cc(Cl)cc(Cl)c21 (configuration not stated)	i	i	i	i	6	i	i	-7	-5	i	i
COc1ccc(C)cc1NC(=O)CSc1nc2scc(C)c2c(=O)[nH]1	i	i	i	i	-7	i	i	-3	20	i	i
CCOC(=O)c1c(C)oc2ccc(OCc3cc(C(=O)OC)oc3C)cc12	i	i	-10*	i	0	i	i	-4	8	i	i
CCN1C(=O)C2(SC(NC(C)=O)=NN2C(C)=O)c2cc(C)ccc21 (configuration not stated)	i	i	i	i	4	i	i	0	4	i	i
Cc1nc(C)c(C(=O)N/N=C/c2cc(Br)ccc2O)s1	i	i	i	i	6	i	i	-14	91*	i	i
CCN(c1ccccc1)S(=O)(=O)c1ccc2c(c1)CCCN2C(C)=O	i	i	i	i	3	i	i	-8	1	i	i
COc1cc(NC(=O)c2cc(OC)c(OC)c(OC)c2)c(OC)cc1NC(=O)CN1CCCCC1	i	i	i	i	3	i	i	-8	4	i	i
[O-][n+]1c2cc(C(F)(F)F)ccc2c2n1CCN=C2c1ccc(Cl)cc1	i	i	i	i	3	i	i	-8	1	i	i
Cn1c(C(=O)c2ccccc2)nc2ccccc21	x	i	i	i	1	i	i	-6	3	i	i
C/C(CCc1ccccc1)=N\NC(=O)COc1ccccc1C	i	i	i	i	-2	i	i	-14	7	i	i
O=C(N/N=C/c1cn(-c2ccccc2)nc1-c1ccc2c(c1)OCCO2)c1ccncc1	i	i	i	i	4	i	i	-11	0	i	i
O=C(CSc1nnc2scc(-c3ccccc3)n12)Nc1nsc(-c2ccc(Cl)cc2)n1	i	i	i	i	1	i	i	0	18	i	i
CCOc1ccccc1NC(=O)Nc1cccc(NC(C)=O)c1	i	i	i	i	-1	i	i	-10	-3	i	i
COc1cccc(N(C(=O)CNC(=O)c2ccco2)C(C(=O)NC2CCCCC2)c2ccncc2)c1 (configuration not stated)	i	i	i	i	5	i	i	0	1	i	i
CCOc1ccccc1NC(=O)c1nc(S(=O)(=O)Cc2ccccc2)ncc1Cl	i	i	i	i	x	i	i	-12	59*	i	i
COc1ccccc1CCC(=O)OCC(=O)N1CCN(S(=O)(=O)c2ccc(C)cc2C)CC1	i	i	i	i	-4	i	i	-12	-10	i	i
NC(=O)C1CCN(C(=O)C2CCC(=O)N(C3CCCCCC3)C2)CC1 (configuration not stated)	i	i	i	i	-1	i	i	-5	3	i	i
C/C(=N\NC(=O)c1sccc1C)c1ccncc1	i	i	i	i	2	i	i	-7	0	i	i
Cc1ccsc1/C=N\NC(=O)c1ccc2c(c1)OCO2	i	i	i	i	-5	i	i	-13	6	i	i
COCCNc1nnc(SCC(=O)NC(=O)c2ccccc2)s1	i	i	i	i	x	i	i	-6	29	i	i
CCOC(=O)c1cc2[nH]c3ccccc3c2[n+](-c2ccc([N+](=O)[O-])cc2)c1C	i	i	i	i	5	i	i	-10	5	i	i
Cc1nn(Cc2c(Cl)cccc2Cl)c(C)c1NC(=O)c1cc(C(C)C)on1	i	i	i	i	0	i	i	-8	-4	i	i
COc1ccc(C)cc1NC(=O)NCc1ccc(F)cc1	i	i	i	i	4	i	i	-3	0	i	i
Nc1nc(C23CC4CCC(CC(C4)C2)C3)cs1	i	i	i	i	x	i	i	-10	-1	i	i
O=C(NCCc1ccccc1)C1CCN(C(=O)c2sccc2-n2cccc2)CC1	i	i	i	i	-8	i	i	-11	-2	i	i
COc1ccc(OC)c(S(=O)(=O)N(C)CC(=O)Nc2ccc3c(c2)OCCO3)c1	i	i	i	i	-1	i	i	-9	-2	i	i
O=C(Nc1ccccc1F)NC1CCN(Cc2nnnn2Cc2ccc(F)cc2)CC1	i	i	i	i	4	i	i	-17	-5	i	i
COc1cc(CCC(=O)NCc2ccc(S(N)(=O)=O)cc2)cc(OC)c1OC	x	i	i	i	-4	i	i	-11	-2	i	i
COc1ccc(CCNC(=O)COc2ccc(S(=O)(=O)N3CCCC3)cc2)cc1	i	i	i	i	3	i	i	-8	-17	i	i
CCC(C)(C(=O)NC1CCCC1)N(Cc1cccs1)C(=O)c1ccc2c(c1)OCO2 (configuration not stated)	i	i	i	i	-4	i	i	-10	1	i	i
COc1ccc(S(=O)(=O)N2CCN=C2SCc2cccnc2)cc1	i	i	i	i	-3	i	i	-7	7	i	i
CCOc1cc(C(=O)Nc2ccccc2N2CCOCC2)ccc1OCC(=O)N1CCCCC1	i	i	i	i	1	i	i	-16	3	i	i
CC(C)(C)C(=O)Nc1sc2c(c1C#N)CCN(Cc1ccccc1)C2	i	i	i	i	-6	i	i	-9	-1	i	i
N#Cc1c(N)sc(=S)c2c1CCCCC2	i	i	i	i	15	i	i	-13	4	i	i
COC(=O)Nc1ncc(CN2CCC(c3ccccc3)CC2)s1	i	i	i	i	1	i	i	-13	-5	i	i
O=C1CC(c2ccccc2)CC(O)=C1C=NCCN1CCN(C(=O)Nc2ccccc2)CC1 (configuration not stated)	i	i	i	i	-3	i	i	-7	4	i	i
CCN(CC)S(=O)(=O)c1ccc(S(=O)(=O)N(CC(=O)Nc2ccccc2)CC2CCCO2)cc1 (configuration not stated)	i	i	i	i	0	i	i	-13	-11	i	i
CC(=O)NCCOc1nc(N(C)C)nc(N2CCCCC2)n1	i	i	i	i	0	i	i	-11	3	i	i
O=C(CSc1nccn1-c1cccc(Cl)c1)Nc1ccc2c(c1)OCCO2	i	i	i	i	-1	i	i	-19	-2	i	i
CN(C)C(=O)Cn1cnc2c(cnn2-c2ccccc2Cl)c1=O	i	i	i	i	-1	i	i	-7	0	i	i
N#CCSc1nccc(/C=C/c2ccccc2)n1	i	i	i	i	8	i	i	-6	4	i	i
Cc1cccc(CN2CCC(C(=O)Nc3ccc(-n4nc(C)cc4C)cc3)CC2)n1	i	i	i	i	-2	i	i	-10	0	i	i

Other results
SMILES	ANO1 activ	KCNQ1 inh	KCNK3 block	KCNK9 block	HDAC3 inhib	TMEM16A inh	RGS4 act	hERG rescue	SKKanGAS inh	RGS4 inh	KCNQ1 act
Cc1noc(C)c1C(=O)N1CCN(CCc2ccccc2)CC1	i	i	i	i	0	i	i	-8	-2	i	i
Cc1nc2c3c(sc2c(=O)[nH]1)NC(=O)CC3c1ccccc1Cl (configuration not stated)	i	i	i	i	0	i	i	-8	8	i	i
COc1ccc(NCc2nnc(SCC(=O)NNC(=O)c3ccc(C)cc3)n2C)cc1	i	i	i	i	-1	i	i	-1	0	i	i
O=C(NCc1nc(-c2ccccc2)cs1)c1ccccc1	i	i	i	i	-3	i	i	-8	4	i	i
CSc1nc(C)cc(Oc2ccc(=O)[nH]n2)n1	i	i	i	i	-7	i	i	-5	-1	i	i
Cc1cnc(C(=O)NNC(=O)c2ccc(Br)cc2)cn1	i	i	i	i	-9	i	i	-13	-4	i	i
CN(C)S(=O)(=O)c1cccc(NC(=O)COC(=O)c2cc(-c3cccc(Br)c3)nc3ccccc23)c1	i	i	i	i	-7	i	i	-8	10	i	i
